# From PubChem
# AHR act = AHR activators, primary screen, cell-based, luminescence, luciferase reporter, human; Aryl hydrocarbon receptor (Homo sapiens), P35869; activation, % at 5 µM; actives 2.5% (n = 320,000); AHR-responsive luciferase reporter cells; AID 2796, 2010; in the data active means activation above about 47%;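 further: 0% = vehicle wells and 100% = reference agonist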
# PP1 inh = PP1-alpha phosphatase inhibitors, primary screen, counter-screen for PP5 inhibitor project, biochemical, fluorescence, OMFP substrate, single point. AID 2235, 2010. actives 0.9% (n = 320,000). Serine/threonine-protein phosphatase PP1-alpha catalytic subunit (Homo sapiens), P62136. purified PP1alpha. inhibition, % at 6.7 µM;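 active means inhibition above the mean inhibition of all tested compounds plus 3 SD, computed separately for each screening campaign, cut at about 15% in these data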
# Target sequence (P62136 whole entry, looked up): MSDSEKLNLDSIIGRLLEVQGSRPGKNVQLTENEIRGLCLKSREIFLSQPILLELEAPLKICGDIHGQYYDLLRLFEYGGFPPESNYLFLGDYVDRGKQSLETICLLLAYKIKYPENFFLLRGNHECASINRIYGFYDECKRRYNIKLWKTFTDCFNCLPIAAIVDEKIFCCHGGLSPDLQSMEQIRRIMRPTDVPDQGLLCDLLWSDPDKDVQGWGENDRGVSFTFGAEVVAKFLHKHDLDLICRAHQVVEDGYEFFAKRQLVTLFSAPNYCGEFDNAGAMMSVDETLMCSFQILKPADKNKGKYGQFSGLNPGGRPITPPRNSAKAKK
# proCasp7 act = procaspase-7 activators, primary screen, counter-screen for procaspase-3 activator project, biochemical, absorbance, HTS, human | actives 0.093% (n = 330,000) | recombinant procaspase-7, Ac-DEVD-pNA absorbance 405 nm; D23A/D198A/D206A triple mutant, cannot self-cleave; scale: DMSO 0, 5 µM enzyme 100 | Caspase-7 (Homo sapiens), P55210 | activation, % at 8.5 µM | AID 463210, 2010;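 active means percent activation above the screen-wide mean plus 3 SD, cut at about 25% in these data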
# Target sequence (P55210 whole entry D23A/D198A/D206A): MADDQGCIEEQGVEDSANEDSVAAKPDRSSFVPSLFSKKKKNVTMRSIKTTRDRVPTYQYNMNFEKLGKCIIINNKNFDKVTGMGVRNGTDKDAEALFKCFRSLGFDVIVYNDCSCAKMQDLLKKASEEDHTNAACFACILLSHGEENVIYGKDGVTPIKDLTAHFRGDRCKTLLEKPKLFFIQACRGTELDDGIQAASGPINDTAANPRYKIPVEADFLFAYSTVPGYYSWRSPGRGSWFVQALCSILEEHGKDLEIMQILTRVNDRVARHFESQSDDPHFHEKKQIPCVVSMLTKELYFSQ
#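 buffer or medium = Zinc-free HEPES/NaCl buffer, pH 7.4 | material = Procaspase-7 triple mutant (PC-7 D3A) | input = 2 µM procaspase-7 mutant as dispensed | signal = Epi-absorbance of released pNA at 405 nm, two timepoints | timing = 1 h preincubation, 2 h reaction | replicates = singlicate compound testing | evaluation = % activation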
# HCV core dimer = inhibitors of HCV core protein dimerization, primary screen, biochemical, TR-FRET, high-throughput | inhibition, % at 5 µM | TR-FRET GST/Flag-core106 dimerization, 1536-well | actives 0.33% (n = 300,000);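 active means inhibition above the mean of all tested compounds plus 3 SD, set per screening campaign, cut at about 45% in these data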
#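 assay system = GST-tagged and Flag-tagged HCV core protein residues 1-106 | controls = unlabelled core106 and no-GST-core106 wells | incubation = compound-protein-antibody incubation 4 h at 22.5 °C | probe or stimulus = Eu donor and XL665 acceptor anti-tag antibodies | read-out = % inhibition based on acceptor/donor emission ratio | signal = TR-FRET 671 and 617 nm emission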
# Fh CTSL1 inh = Fasciola hepatica cathepsin L1 inhibitors, primary screen, counter-screen for PFM18AAP inhibitor project, biochemical, QFRET, fluorogenic peptide substrate; inhibition, % at 5.96 µM; AID 1906, 2009; actives 0.49% (n = 300,000); recombinant F. hepatica cathepsin L1, Z-Leu-Arg-MCA fluorescence;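 active means inhibition above the mean of all tested compounds plus 3 SD, set per screening campaign, cut at about 17% in these data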;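 further: 0% = plate median of test compound wells and 100% = 1 µM Z-Phe-Ala-diazomethylketone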
# procasp3 activ = activators of human procaspase-3 D3A mutant, primary screen, biochemical, absorbance, PC-3 D3A mutant, single concentration | activation, % at 8.5 µM | Caspase-3 (Homo sapiens), P42574 | recombinant procaspase-3 D3A, Ac-DEVD-pNA absorbance 405 nm | actives 0.11% (n = 330,000) | AID 463141, 2010;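 active means activation above the mean of all tested compounds plus 3 SD, cut at about 21% in these data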;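 further: 0% = DMSO alone and 100% = DMSO wells spiked with extra 5 µM PC-3 D3A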
# Target sequence (P42574 whole entry D9A/D28A/D175A): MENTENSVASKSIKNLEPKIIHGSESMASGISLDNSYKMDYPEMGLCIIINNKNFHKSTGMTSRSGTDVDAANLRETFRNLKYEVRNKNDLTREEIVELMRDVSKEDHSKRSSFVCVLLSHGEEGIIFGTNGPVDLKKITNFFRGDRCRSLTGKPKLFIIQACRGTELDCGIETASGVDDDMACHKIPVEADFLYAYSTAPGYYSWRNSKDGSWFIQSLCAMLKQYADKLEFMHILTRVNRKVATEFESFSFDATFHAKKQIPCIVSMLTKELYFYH
#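 Assay system – Procaspase-3 D3A mutant, all three cleavage aspartates alanine · Controls – DMSO-only low control, 5 µM PC-3 D3A high control · Schedule – 1 h compound preincubation, 2 h substrate hydrolysis at 25 °C · Signal – 405 nm absorbance of p-nitroaniline, reads at 0 and 120 min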
# TPT1 inh = Candida albicans TPT1 enzyme inhibitors, primary screen, biochemical, fluorescence polarization | inhibition, % at 5 µM | recombinant caTPT1, FP RNA substrate dephosphorylation | actives 0.81% (n = 300,000);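 active means inhibition above the mean of all tested compounds plus 3 SD, set per screening campaign, cut at about 24% in these data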;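 further: plate controls were DMSO alone for no effect and ferristatin control at 100 nM for full effect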
# PAFAH2 inh = PAFAH2 enzyme inhibitors, primary screen, biochemical, fluorescence polarization, human | inhibition, % at 3.39 µM | actives 0.99% (n = 340,000) | recombinant PAFAH2, FP-rhodamine activity probe | Platelet-activating factor acetylhydrolase 2, cytoplasmic (Homo sapiens), Q99487;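 active means inhibition above the mean over all tested compounds plus 3 SD, cut at about 30% in these data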;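 further: inhibitors block probe labeling of enzyme so polarization drops; 0% = enzyme with DMSO and 100% = wells lacking PAFAH2 protein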
# PP5 primary = PP5 phosphatase inhibitors, primary screen, biochemical, fluorescence | Serine/threonine-protein phosphatase 5 (Homo sapiens), P53041 | purified PP5c, OMFP substrate fluorescence | inhibition, % at 6.7 µM | actives 0.18% (n = 320,000) | AID 1987, 2009;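 active means inhibition above the campaign's mean inhibition across all tested compounds plus 3 SD, cut at about 9.5% in these data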;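 further: 0% = DMSO only and 100% = 100 µM cantharidin control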
# * = called active by the depositor; x = no result given.
SMILES,AHR act,PP1 inh,proCasp7 act,HCV core dimer,Fh CTSL1 inh,procasp3 activ,TPT1 inh,PAFAH2 inh,PP5 primary
C=CCNC(=O)C1CC(=O)N(c2ccc(OCC(=O)Nc3ccc(OC)cc3)cc2)C1 (stereo not given),0,-2,11,-2,1,9,-1,-7,-0.4
O=S(=O)(NNc1ccc(F)cc1F)c1cccc(Cl)c1,2,-4,-6,1,-1,0,-3,6,-0.2
CCOC(=O)/C=C/[C@H]1CCc2cccc(Cl)c2O1,4,-4,-7,x,x,-4,x,1,4.8
COc1ccc(NC(=O)CCC(=O)c2cccs2)cc1S(=O)(=O)Nc1ccc(Cl)cc1,2,1,-4,3,-3,6,-1,-2,1.9
COC(=O)C1CCN(Cc2ccc(OCCCN3CCN(c4ccc([N+](=O)[O-])cc4)CC3)cc2)CC1,1,0,0,-2,4,-4,1,-11,-3.1
CCN1C(=O)/C(=C\N(C(C)=O)c2ccccc2)OC1=S,9,2,-11,-10,2,0,3,4,1.5
Cc1ccc(/C=N/N=C2/NC(=O)C(CC(=O)Nc3ccccc3)S2)o1 (stereo not given),4,-4,-8,0,2,7,-2,3,0.0
CCOC(=O)c1ccc(-c2c(C(=O)OCC)oc3cc(O)c(CC)cc3c2=O)o1,22,-1,6,-1,2,6,1,-14,1.9
CCCCCN1CC(O)=C(c2nc3ccccc3[nH]2)C1=N,26,-4,1,-7,-1,1,5,6,-1.3
COc1ccc(-n2cc(CN3CCC(OC)CC3)c(-c3cccc(F)c3)n2)cc1,10,4,8,-2,0,0,0,4,1.6
Nc1c(C(=O)NC2CCCC2)c2nc3ccccc3nc2n1N,21,-3,-31,-1,2,-29,3,-1,2.8
O=C(NNS(=O)(=O)c1ccc([N+](=O)[O-])cc1)c1ccncc1,-3,-2,3,-4,2,5,-4,5,-1.7
CS(=O)(=O)N(CC(=O)N1CCCC1)c1cc(Cl)ccc1Cl,1,2,1,5,2,-1,-1,-3,2.1
C=CCc1cc(/C=N\NC(=O)CSc2nnc(CCCc3ccc(OC)c(C)c3)o2)cc(OC)c1O,10,-1,-2,14,9,-1,1,4,3.2
CCC(=O)Nc1ccc(C(=O)NNC(=O)c2cccc(C)c2)cc1,-1,0,9,2,-2,7,-1,6,1.4
O=C(c1ccc(NC(=S)NCc2ccco2)cc1)N1CCCCC1,0,-4,-6,-1,-2,7,-2,3,3.8
CCC1CCCCN1Cc1cc(OC)c(O)c([N+](=O)[O-])c1 (stereo not given),-1,-4,-7,-2,-2,-2,0,x,3.0
Cc1c(C(=O)N2CCOCC2)c(S(=O)(=O)Nc2ccccc2)c(C)n1C,-3,1,-6,-4,-4,0,-4,0,2.8
N/N=C1\CCCc2nonc21,1,-3,4,2,9,-1,-2,1,-1.7
CC1C(=O)N2CCCc3cc(NC(=O)C(=O)NCCN4CCOCC4)cc1c32 (stereo not given),4,-6,11,-4,4,0,-2,5,2.9
COC(=O)CCCNC(=O)c1ccccn1,1,-4,11,-2,1,-3,2,1,-0.7
CCN(Cc1ccccc1)C(=O)COC(=O)CNC(=O)c1ccc(C)s1,0,-6,2,-1,-20,5,2,-3,0.3
COC(=O)c1ccc(NC(=O)CCN2C(=O)C3C4CCC(C4)C3C2=O)cc1 (stereo not given),-3,-4,-5,-6,0,-10,-1,3,-2.1
Cc1ccc(N(C)C(=O)c2ccc3c(Cl)c4c(nc3c2)CCC4)cc1C,3,3,14,15,5,-5,-1,5,4.3
CC1(C)CN(c2ccccc2)N(C(=O)c2ccc(F)cc2)C1=O,0,0,5,-3,5,-5,0,-1,0.7
# The list continues:
SMILES,AHR act,PP1 inh,proCasp7 act,HCV core dimer,Fh CTSL1 inh,procasp3 activ,TPT1 inh,PAFAH2 inh,PP5 primary
CC(C)NC(=O)NC(=O)COc1ncnc2sccc12,2,-4,6,5,-4,-2,6,0,1.7
c1ccc(CN2CCN(CCCNc3ccc4nnc(-c5ccccc5)n4n3)CC2)cc1,2,0,9,-1,0,2,-2,8,-0.4
COC(=O)/C(=N\OCc1ccc(C#N)cc1)c1c(C)nn(C)c1C,0,0,-2,-3,-1,-1,6,-4,1.3
NC(=O)C(c1ncc(C(F)(F)F)cc1Cl)c1c(Cl)cccc1Cl (stereo not given),-1,1,5,2,-1,0,3,0,3.0
COc1ccc(CCNC(=O)COC(=O)C2COc3ccccc3O2)cc1 (stereo not given),0,-2,-3,x,x,6,x,3,0.0
C=CCNC(=S)N/N=C1\CCS(=O)(=O)c2ccccc21,16,0,-3,-4,6,3,3,-4,-2.3
O=C(O)/C=C/C(=O)Nc1nccs1,2,-2,2,-2,1,8,-3,6,-1.0
COc1ccc(NC2CCCN(C(=O)c3cc(C)nc4cc(F)ccc34)C2)cc1 (stereo not given),3,0,-1,-6,4,2,0,-6,0.9
O=C1CCC(C(=O)NCc2ccccc2)N1 (stereo not given),4,-6,13,-18,-1,-4,-2,11,0.2
CSc1ccc(CN(C)CCc2ccccn2)cc1,-4,6,1,-3,-5,-5,1,4,1.9
COc1ccc(C(CC(=O)NCCN2CCOCC2)NS(=O)(=O)c2ccc(C)cc2)cc1 (stereo not given),-5,-1,9,-7,-1,7,-1,2,2.9
Cc1cccc2sc(NC(=O)c3cc(S(=O)(=O)N(C)C)ccc3N3CCCC3)nc12,10,-2,-3,19,0,0,-1,-8,3.9
Cc1ccc(N(CC(=O)NC2CCCCC2)C(=O)CCC(=O)Nc2nccs2)cc1,-1,0,-8,4,0,-2,-3,-7,0.6
CC(NC(=O)c1ccc(Cl)cc1)C1CC2CCC1C2 (stereo not given),1,1,4,-3,-1,-3,-4,4,1.3
Cc1ccc(-n2ncc3c(NCCCn4ccnc4)ncnc32)c(C)c1,32,-2,6,-5,2,-1,-1,7,-0.7
O=C(O)C1SCCN1S(=O)(=O)c1ccc(N=NN2CCOCC2)cc1 (stereo not given),-3,-3,-12,8,-2,4,-1,-11,1.3
O=C(O)c1cc(NC(=O)c2cccc(F)c2)cc(NC(=O)c2cccc(F)c2)c1,0,-2,9,-5,-2,-1,-2,3,1.3
Cc1cc(NC(=O)COc2ccccc2C)ccc1NC(=O)c1cccs1,6,-3,-5,7,-1,3,-1,1,2.1
CN1CCc2ccccc2C1Cc1ccccc1NC(=O)c1sc2ccccc2c1Cl (stereo not given),11,-2,8,8,1,2,-1,6,0.5
CCCCCN(C(=O)CCC(=O)OCC(=O)N(CC)C1CCCCC1)c1c(N)n(CCCC)c(=O)[nH]c1=O,4,-1,7,0,-5,1,1,-3,-0.5
Nc1c(Cl)cc(-c2csc(NCCc3nc4cc(Cl)c(Cl)cc4n3CCCO)n2)cc1Cl,131*,-9,-22,-12,1,-9,1,-1,5.6
CN1CCN(c2cc(=O)n(C3CCCCC3)c(=O)[nH]2)CC1,1,1,13,14,-1,8,0,5,0.6
C=CCOc1ccccc1/C=N/NC(=O)c1ccc(Cl)cc1Cl,69*,2,4,14,0,8,4,-5,-1.7
Oc1ccc2ccccc2c1CNc1ccc(Br)cn1,14,3,-11,1,2,-10,-2,7,2.2
COc1ccc(NC2=NC(=S)N(c3ccc(C)cc3)C23CCCCC3)cc1,5,-5,-10,-4,2,-6,-3,-2,-1.1
# Further results follow:
SMILES,AHR act,PP1 inh,proCasp7 act,HCV core dimer,Fh CTSL1 inh,procasp3 activ,TPT1 inh,PAFAH2 inh,PP5 primary
COC(=O)c1cc(=O)n(Cc2ccc(OC)cc2)c(=NCc2ccc(OC)cc2)s1,-2,0,-12,14,2,-7,-1,2,1.6
O=C(CSc1nnnn1C1CCCCC1)N1CCN(C(=O)c2ccco2)CC1,1,0,2,-4,-1,3,-1,3,-0.4
CC(=O)Nc1ccc(C(=O)NN2C(=O)c3ccccc3C2=O)cc1,-1,-4,-8,0,-1,2,-4,-10,-2.1
CCn1nc(NS(=O)(=O)c2ccccc2[N+](=O)[O-])c2cc3ccc(C)cc3nc21,6,-1,-6,-11,1,0,3,12,3.2
O=C(NC(=S)NCc1cccnc1)c1cc2ccccc2o1,14,0,-1,2,-1,8,5,-5,-0.7
C/C(=N\NC(=O)CC1N=C(Cc2ccccc2)NNC1=O)c1ccc(Br)cc1 (stereo not given),9,-1,3,2,2,2,4,4,-1.0
CO/N=C(/C(=O)N[C@@H]1C(=O)N2C(C(=O)O)=CCS[C@H]12)c1cnc(N)s1,-3,1,-19,14,5,-3,-1,x,0.0
O=c1[nH]c(C2CCCN(S(=O)(=O)Cc3ccccc3)C2)nc2c1nnn2Cc1cccc(Cl)c1 (stereo not given),-2,2,7,25,-2,2,-2,4,3.0
Cc1ccc(NC(=O)CCn2c(=O)c3cccn3c3ccccc32)cc1C,21,3,4,-8,-2,12,0,9,3.4
CCN(C(=O)CSc1nc2c(cnn2-c2ccccc2)c(=O)[nH]1)C1CCS(=O)(=O)C1 (stereo not given),4,-7,-9,-11,-9,7,-4,-4,-8.3
COc1cccc(CN2CCC(Oc3ccc(C(=O)N4CCCCC4)cc3)CC2)c1O,-2,-3,-3,-2,2,1,-1,-4,-0.5
COc1ccccc1NC(=S)NC(=O)C(C)C,3,0,5,6,3,7,3,4,2.9
Cc1ccc(NC(=S)NC(=O)c2cncc(Br)c2)cc1Cl,4,-2,-1,6,5,2,2,x,-2.4
N#C/C(=C\c1cc2ccccc2nc1N1CCOCC1)C(=O)Nc1ccc(N2CCOCC2)cc1,19,5,-8,-6,-1,-7,2,0,-4.4
COCCN1C(=O)c2oc3ccccc3c(=O)c2C1c1ccc(OC)c(OC)c1 (stereo not given),2,-3,8,-1,0,1,-2,-4,-2.1
Clc1ccccc1Nc1ncnc2c1nnn2Cc1ccccc1,0,2,7,2,5,1,-1,7,3.2
Cc1ccc(S(=O)(=O)N2CCC(C(=O)OC(C)C(=O)NC3CCCCC3C)CC2)cc1 (stereo not given),4,-1,-3,x,x,1,x,-1,-0.5
O=C1CN(S(=O)(=O)c2ccc([N+](=O)[O-])cc2)CC(=O)N1,0,-3,5,-4,-1,0,-6,-8,-1.4

# This is a random part of the collection (roughly 5.6% active in at least one column).
